Growth percent in the NCI-60 one-dose screen (48 h, 10 µM unless noted): 100 = growth as untreated, 0 = no growth, -100 = all killed.
NCI/ADR-RES = NCI/ADR-RES ovarian cells. actives 4.4% (n = 81,000)
OVCAR-5 = OVCAR-5 ovarian cancer | actives 2.9% (n = 82,000) | AID 1794783
NCI-H460 = NCI-H460 lung cancer; actives 6.8% (n = 82,000)
OVCAR-3 = OVCAR-3 ovarian cancer | AID 1794787 | actives 7% (n = 79,000)
NCI-H226 = NCI-H226 lung cancer; actives 3.5% (n = 79,000)
NCI-H522 = NCI-H522 lung cancer; AID 1794739; actives 8% (n = 78,000)
NCI-H23 = NCI-H23 lung cancer; actives 4% (n = 80,000); AID 1794731
OVCAR-8 = OVCAR-8 ovarian cancer; actives 4.4% (n = 81,000)
NCI-H322M = NCI-H322M lung cancer. actives 2.7% (n = 80,000). AID 1794733
The depositor's hits bear a star; . = no result given; & = joins results of further samples; [ ] = dose if it differs, or a comment. Rule for the calls: active = growth percent below 10; inactive = the rest.

SMILES	NCI/ADR-RES	OVCAR-5	NCI-H460	OVCAR-3	NCI-H226	NCI-H522	NCI-H23	OVCAR-8	NCI-H322M
O=[N+]([O-])c1cccc(C=Nc2ccccc2O)c1	93	104	105	91	96	75	86	93	88
CN(C)c1oc(/C=C/c2c[nH]c(=O)[nH]c2=O)nc1C#N	109	104	103	117	99	86	101	103	106
CCSCC1CC(O)(c2ccccc2)CC(c2ccc(Cl)cc2)O1 (centres undefined)	79	83	84	98	88	79	75	92	100
BrC1(c2ccccc2)c2ccccc2-c2ccccc21	112	120	107	124	89	.	111	100	107
O=C1CC2(C(=O)O1)c1ccccc1-c1ccccc12	111	111	109	117	110	108	101	111	112
CC(=O)n1cc([C@H]2CC[C@H](c3cn(C(C)=O)c4ccccc34)c3c2c2ccccc2n3C(C)=O)c2ccccc21	101	100	105	101	96	71	98	95	88
COc1ccc(Cn2cc(Cn3cc(C=C4C(=O)NC(=O)NC4=O)c4ccccc43)nn2)cc1	84	72	48	89	.	90	63	88	90
CC1=C(C/C=C(\C)CCC[C@H](C)CCC[C@H](C)CCCC(C)C)C(=O)c2ccccc2C1=O	111	105	114	119	110	107	.	100	103
N#CC1=C(N)Oc2c(c(=O)[nH]c3ccc(Cl)cc23)C12c1cc(Br)ccc1-c1ccc(Br)cc12	80	66	55	83	66	80	69	84	79
CCCCCCCCCCCCCCCCCCOc1ccccc1CC(=O)OCCC[N+](C)(C)C	100	47	80	64	78	36	46	44	84
CC1CCC(=NNS(=O)(=O)c2ccc([N+](=O)[O-])cc2)CC1 (centres undefined)	126	103	108	101	107	.	123	105	.
c1cc(C2CO2)ccc1Oc1ccc(C2CO2)cc1 (centres undefined)	102	105	102	111	88	.	99	97	108
CCOC(=O)N1CCN(c2nc(Nc3cc(C)[nH]n3)c3ccccc3n2)CC1	55	56	23	55	35	10	66	74	88
C(=N\Nc1nnc2n1N=C(c1ccccc1)CS2)/c1ccc(-c2ccccc2)cc1	75	107	98	111	79	68	100	67	91
O=C1/C(=C/c2ccc(OCc3ccccc3)cc2)N=C2SCCCN12	84	94	103	81	95	60	72	97	97
CN1CCN(Cc2cc(C(=O)/C=C/c3c[nH]c4ccccc34)ccc2O)CC1	110	100	113	102	102	99	103	97	101
COC(=O)c1cncc(C)c1	98	98	108	116	103	85	99	79	96
Cc1cc(N2CCN(CCNc3ccnc4cc(Cl)ccc34)CC2)nc(-n2ccnc2)n1	86	87	86	81	87	88	63	91	88
CC(=O)C1=C(C)NC(=S)NC1c1ccc2c(c1)OCO2 (centres undefined)	112	101	109	109	102	92	107	103	112
COc1ccc(Br)cc1/C=N\NS(=O)(=O)c1ccc(C)cc1	47	102	98	96	99	55	88	95	108
CN1C(=O)C(C2=NN(c3ccccc3)C(c3ccc(F)cc3)C2)C(=O)N(C)C1=O (centres undefined)	104	117	107	100	96	95	103	101	105
N#Cc1cnn(-c2cc(=O)[nH]c3ccccc23)c1N	105	105	106	104	.	94	100	100	111
CCCCCCCCCCCCC[C@H](O)C[C@H](O)[C@H](C)N	86[1.25 µM]	86[1.25 µM]	103[1.25 µM]	103[1.25 µM]	126[1.25 µM]	119[1.25 µM]	99[1.25 µM]	90[1.25 µM]	102[1.25 µM]
Cn1c(=O)c2c(nc(Br)n2CC(=O)Nc2ccc(F)cc2)n(C)c1=O	102	103	109	114	103	81	96	103	111
COc1ccc(/C=C2\Oc3cc(OCCCCN4CCCC4)ccc3C2=O)cc1	95	93	1.4*	94	94	92	83	91	99
CS(=O)(=O)c1ccc(-n2cc(/C=N/O)c(-c3ccc([N+](=O)[O-])cc3)n2)cc1	108	102	107	106	98	98	.	96	105
COc1cc(C2CC(c3cc(OC)c(OC)c(OC)c3)=NN2C=O)ccc1OCCN(C)C (centres undefined)	97	100	106	109	92	.	98	102	100
COC(=O)c1cc2oc(/C=N\NC(=O)c3cc4oc(C)c(C)c4[nH]3)cc2[nH]1	102	111	111	128	117	.	104	108	106
Nc1ncnc2c1ncn2-c1ccc(C(F)(F)F)cc1	110	95	116	98	103	90	103	113	97
COc1ccc(CN2CCCN(Cc3ccc(OC)cc3)C2c2cc3ccccc3c3ccccc23)cc1	90	99	102	100	84	94	101	.	103
COc1ccc(-c2nnc3c4[nH]ccc4ncn23)cc1OC	.	120	95	109	96	88	97	108	98
O=C1OC(Cc2ccccc2)C1c1ccccc1 (centres undefined)	105	99	107	110	102	90	106	100	110
Cc1c(-c2ccccc2Cl)nc2ccccc2c1C(=O)O	114	105	104	103	100	99	99	131	112
COc1cc(-c2nn(C(C)(C)C)cc2-c2ccnc(NCCCNS(=O)(=O)c3cccc(F)c3)n2)ccc1F	81	139	79	102	84	71	88	84	96
COc1ccc(-c2nn(-c3cccc(Cl)c3)cc2C2CC(c3cccs3)=NN2)cc1 (centres undefined)	110	108	114	104	101	92	104	95	92
c1coc(CNc2ncnc3nc[nH]c23)c1	105	96	106	116	83	68	92	101	102
Cc1ccc(Cl)cc1N	101	90	113	115	101	117	96	109	114
CC1=C(C)C[C@@]2(Cc3ccccc3C2=O)S(=O)C1 (some centres undefined)	105	100	89	60	86	70	94	80	100
NC1=NC(c2cccc(Br)c2)c2sc3ccc(Cl)cc3c2N1 (centres undefined)	103	103	99	99	78	88	86	102	90
Cn1nc(NC(=O)Nc2cc(C(=O)O)n(C)n2)cc1C(=O)O	112	92	108	105	96	.	114	96	110
Brc1ccc(Cn2nnnc2-c2ccn(-c3ccccc3)n2)cc1	28	32	74	87	63	-1.7*	62	110	77
CCOC(=O)CC[C@H](NC(=O)c1ccc(NC(=O)Cn2c(C)nc3c(c(C)nn3-c3ccc(F)cc3)c2=O)cc1)C(=O)OCC	92	94	107	109	96	103	99	100	93
O=C1Nc2ccccc2[C@]12Oc1ccccc1[C@H]1CC(c3ccccc3)=NN12	96	127	102	103	90	95	93	107	100
COCCOC(=O)C1=C(C)NC(=S)NC1c1ccc2c(c1)OCO2 (centres undefined)	103	109	112	111	90	94	96	102	101
O=C1/C(=C/c2cnc(-c3ccccc3)s2)SC(=S)N1Cc1ccc2c(c1)OCO2	77	99	97	98	76	47	47	68	92
CCOC(=O)c1sc(NCC(=O)Nc2ccccc2[N+](=O)[O-])c(C(=O)OCC)c1C	.	98	100	95	88	76	.	90	98
Cc1sc2nc(N3CCc4ccccc4C3)[nH]c(=O)c2c1C	103	108	100	106	92	.	101	94	104
O=C(COc1ccc2c(c1)OCO2)N1CCN(c2cccc(Cl)c2)CC1	101	111	104	110	.	94	99	103	104
COc1ccc(/C=C/C(=O)c2ccc(NC(=O)CSc3nnc(-c4ccc5nc(-c6ccccc6)[nH]c5c4)o3)cc2)cc1OC	105	112	121	98	118	96	102	101	103
O=C1Nc2ccc(F)cc2/C1=C\c1ccc(O)cc1	94	99	103	.	100	91	92	97	89

Other structures.
SMILES	NCI/ADR-RES	OVCAR-5	NCI-H460	OVCAR-3	NCI-H226	NCI-H522	NCI-H23	OVCAR-8	NCI-H322M
CON1C(=O)CC[C@]2(C)[C@H]3CC[C@@H]4C([C@@]5(C)CCC(=O)O5)CC[C@@]4(C)[C@]3(C)CC[C@H]2C1(C)C (some centres undefined)	97	98	103	110	95	86	96	102	108
C=CCOC(=O)C1=C(C)NC2=C(C(=O)CC(C)(C)C2)C1c1ccccc1 (centres undefined)	95	98	103	111	104	82	101	99	99
N#Cc1cnn2c1NC(=O)CC2C(=O)O (centres undefined)	100	103	98	100	106	102	100	97	95
COc1ccc(NC(=O)c2sc3nc4c(cc3c2N)CN(CCc2ccccc2)CC4)cc1	87	107	87	105	92	92	91	108	86
O=C(O)c1ccc(NCc2cn(-c3ccc(C(=O)O)cc3)nc2-c2cc(C(F)(F)F)cc(C(F)(F)F)c2)cc1	100	102	97	107	101	94	102	103	107
N#CC1(Nc2cccc(Cl)c2)CCCC1	112	108	119	133	110	91	104	106	117
C(=Nc1ccccc1)c1ccc[nH]1	102	100	111	112	102	100	99	105	106
COc1cc(NS(=O)(=O)c2ccc(NC(C)c3ccc4cccnc4c3O)cc2)nc(OC)n1 (centres undefined)	109	.	108	107	98	110	110	107	106
Nc1cc(N)c2cccnc2c1O	72	96	15	89	90	67	35	69	78
CCOC(=O)c1cccc(N2C(=O)/C(=C/N3N=C(c4ccccc4)CC3c3ccc(N(C)C)cc3)SC2=S)c1 (centres undefined)	101	94	62	59	91	65	76	60	81

Quoted at random: seven compounds from above
SMILES	NCI/ADR-RES	OVCAR-5	NCI-H460	OVCAR-3	NCI-H226	NCI-H522	NCI-H23	OVCAR-8	NCI-H322M
CCOC(=O)c1sc(NCC(=O)Nc2ccccc2[N+](=O)[O-])c(C(=O)OCC)c1C	.	98	100	95	88	76	.	90	98
N#Cc1cnn2c1NC(=O)CC2C(=O)O (centres undefined)	100	103	98	100	106	102	100	97	95
O=C(COc1ccc2c(c1)OCO2)N1CCN(c2cccc(Cl)c2)CC1	101	111	104	110	.	94	99	103	104
N#Cc1cnn(-c2cc(=O)[nH]c3ccccc23)c1N	105	105	106	104	.	94	100	100	111
CN1CCN(Cc2cc(C(=O)/C=C/c3c[nH]c4ccccc34)ccc2O)CC1	110	100	113	102	102	99	103	97	101
N#CC1(Nc2cccc(Cl)c2)CCCC1	112	108	119	133	110	91	104	106	117
BrC1(c2ccccc2)c2ccccc2-c2ccccc21	112	120	107	124	89	.	111	100	107

Carrying on:
SMILES	NCI/ADR-RES	OVCAR-5	NCI-H460	OVCAR-3	NCI-H226	NCI-H522	NCI-H23	OVCAR-8	NCI-H322M
O=C1c2ccccc2C(=O)N1c1cccc(-c2cc3ccccc3[nH]2)c1	105	108	103	107	83	86	97	95	95
O=C(CNc1ccccn1)Nc1ccccn1	104	104	103	103	87	102	99	102	97
COc1cc(/C=C/C(=O)Oc2ccc(/C=C/c3cc(OC(=O)/C=C/c4ccc(O)c(OC)c4)cc(OC(=O)/C=C/c4ccc(O)c(OC)c4)c3)cc2)ccc1O	91	114	98	107	81	77	95	102	95
CC(CC(=O)O)S(=O)(=O)c1ccc([N+](=O)[O-])cc1 (centres undefined)	101	112	108	108	98	81	103	99	105
C/C=C1\C(OS(=O)(=O)O)CC2C3CCC4=CC(=O)CCC4(C)C3CCC12C (centres undefined)	92	92	117	110	96	113	84	119	92
COc1ccc(C2C=C(n3nc(-c4ccccc4)nc3-c3ccccc3)NC(=S)N2)cc1 (centres undefined)	109	101	104	109	93	109	109	106	106
[2H]C([2H])([2H])Oc1cc(F)ccc1/C=C/C(=O)/C=C(/C=C/c1ccc(F)cc1OC([2H])([2H])[2H])OB(F)F	1.9*	104	50	11	63	31	26	5.0*	82
COC1=CC(c2ccc[nH]2)=N/C1=C\c1[nH]c(C)c(C(=O)CCCCC(=O)Oc2ccc3c(c2)CCC2C3CC[C@]3(C)C(=O)CC[C@@H]23)c1C (some centres undefined)	103	106	101	98	93	60	101	102	91
CC#CC(C)(C)N(C)C	107	94	102	101	102	89	99	94	100
N#Cc1c(Nc2ccc(Cl)cc2)nc2sc3cc(Cl)c(Cl)cc3n2c1=O	91	100	91	100	83	69	92	92	92
CC(CC(=O)O)C(=O)O (centres undefined)	105	109	104	109	.	95	101	109	99
O=C(Cc1ccccc1)NO	109	121	104	109	105	96	103	111	100
C=COCC(F)(F)F	106	96	115	109	110	91	.	106	92
O=c1[nH]nc(-c2ccc[nH]2)[nH]1	108	108	112	117	99	68	99	106	95
COc1cc(/C=C\c2c(-c3cccs3)nc3sccn23)cc(OC)c1OC	84	104	102	76	99	.	79	97	109
O=C1C(Cl)=C(O)C2(Cl)C(Cl)=C(Cl)C12Cl (centres undefined)	95&102	105&101	116&110	112&133	94&106	89&96	115&93	93&107	116&104
COC(=O)c1ccc2nc([C@@H](C)[C@H]3CC[C@H]4[C@@H]5CCC6=CC(=O)CC[C@]6(C)[C@H]5CC[C@]34C)[nH]c2c1	86	93	87	89	79	83	78	88	102
CN(Cc1ccccc1)CC(O)CN(C)Cc1ccccc1	107	95	112	96	100	95	108	102	115
CC(=O)c1sc2c(c1C)c(=O)nc1c(-c3nc(-c4ccccc4)cs3)n[nH]n12	100	109	101	96	92	90	89	100	103
COc1cc2cc3c(nc2cc1OC)CCN3Cc1ccc(NC(=O)c2ccc(Cl)c(Cl)c2)cc1	98	103	108	108	86	113	102	96	98

Rewritten as labelled records: 2 of the compounds above.
structure: COC(=O)c1ccc2nc([C@@H](C)[C@H]3CC[C@H]4[C@@H]5CCC6=CC(=O)CC[C@]6(C)[C@H]5CC[C@]34C)[nH]c2c1
- NCI/ADR-RES = 86
- OVCAR-5 = 93
- NCI-H460 = 87
- OVCAR-3 = 89
- NCI-H226 = 79
- NCI-H522 = 83
- NCI-H23 = 78
- OVCAR-8 = 88
- NCI-H322M = 102

structure: CN(Cc1ccccc1)CC(O)CN(C)Cc1ccccc1
- NCI/ADR-RES = 107
- OVCAR-5 = 95
- NCI-H460 = 112
- OVCAR-3 = 96
- NCI-H226 = 100
- NCI-H522 = 95
- NCI-H23 = 108
- OVCAR-8 = 102
- NCI-H322M = 115

Carrying on.
SMILES	NCI/ADR-RES	OVCAR-5	NCI-H460	OVCAR-3	NCI-H226	NCI-H522	NCI-H23	OVCAR-8	NCI-H322M
COc1ccc(CNC(=O)C(O)C(Cc2ccccc2)N(Cc2ccccc2)Cc2ccccc2)cc1OC (centres undefined)	80	92	70	85	66	60	87	82	92
OCCN=Cc1ccccc1	100	109	106	112	104	108	101	100	102
CC(=O)Nc1ccc(S(=O)(=O)/N=C(/C)N)cc1	104	105	106	110	93	90	96	98	93
COC(=O)C1CCCCC1C(=O)OC (centres undefined)	109	126	102	111	113	103	106	108	115
CC(C)N1CCOC1c1ccccc1 (centres undefined)	109	109	106	115	115	.	103	109	111
N#CC1=C(c2c[nH]c3ccccc23)Nc2nc(N)nc(N)c2C1c1ccncc1 (centres undefined)	99	111	105	97	96	91	102	103	95

Source: PubChem (NCI)
